Assay outcomes from PubChem.
GRP78 ERSR act = ER stress response induction in glioma; AID 602332; U87-MG GRP78 promoter luciferase reporter, 16 h; Potency, µM, without a hit: top-dose activation, hits mostly activators; 0.02% of 420,000 active; also: potency is read from the fitted curve at half-maximal effect; series mostly up to about 76 µM; % of control where 0% means no effect; nearly all actives have a fitted effect of over 35% in size
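ERSR induction read as luciferase luminescence (Bright-Glo, 10 min at room temperature) in stably transfected human U87-MG glioma cells exposed to compounds for 16 h, using GRP78 as sensor.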
LDHA block = blocks human lactate dehydrogenase A | P00338 | activity change, % (values are at about 110 or 230 µM) | purified LDHA, NADH/diaphorase-resazurin fluorescence; stronger effect = lower value | 0.15% of 480,000 active; in the data active = activity change below about -30%; inconclusive = mostly about -25% to -30%;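 also: plate controls were DMSO wells for no effect and wells without enzyme for full effect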
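Human LDH5 (2 nM) was incubated with 0.06 mM NADH and 0.2 mM pyruvate for 5 min at room temperature in Tris pH 7.4. Remaining NADH was coupled through diaphorase/resazurin, and resorufin fluorescence was read at 0 and 20 min.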
USP1-UAF1 inh = inhibitors of human USP1/UAF1 deubiquitinase. AID 743255. Potency, µM (top dose mostly 57.1 µM), for inactives: top-dose activity change, negative = inhibition, actives largely listed as inhibitors. recombinant USP1/UAF1, Ub-Rhodamine cleavage fluorescence. 0.23% of 390,000 active. O94782; also: potency is read from the fitted curve at half-maximal effect; % is scaled to controls: 0 for no effect and ±100 for the full control effect; nearly all actives have a fitted effect of over 60% in size; inactives centre near -12
Target sequence (O94782 whole entry, looked up): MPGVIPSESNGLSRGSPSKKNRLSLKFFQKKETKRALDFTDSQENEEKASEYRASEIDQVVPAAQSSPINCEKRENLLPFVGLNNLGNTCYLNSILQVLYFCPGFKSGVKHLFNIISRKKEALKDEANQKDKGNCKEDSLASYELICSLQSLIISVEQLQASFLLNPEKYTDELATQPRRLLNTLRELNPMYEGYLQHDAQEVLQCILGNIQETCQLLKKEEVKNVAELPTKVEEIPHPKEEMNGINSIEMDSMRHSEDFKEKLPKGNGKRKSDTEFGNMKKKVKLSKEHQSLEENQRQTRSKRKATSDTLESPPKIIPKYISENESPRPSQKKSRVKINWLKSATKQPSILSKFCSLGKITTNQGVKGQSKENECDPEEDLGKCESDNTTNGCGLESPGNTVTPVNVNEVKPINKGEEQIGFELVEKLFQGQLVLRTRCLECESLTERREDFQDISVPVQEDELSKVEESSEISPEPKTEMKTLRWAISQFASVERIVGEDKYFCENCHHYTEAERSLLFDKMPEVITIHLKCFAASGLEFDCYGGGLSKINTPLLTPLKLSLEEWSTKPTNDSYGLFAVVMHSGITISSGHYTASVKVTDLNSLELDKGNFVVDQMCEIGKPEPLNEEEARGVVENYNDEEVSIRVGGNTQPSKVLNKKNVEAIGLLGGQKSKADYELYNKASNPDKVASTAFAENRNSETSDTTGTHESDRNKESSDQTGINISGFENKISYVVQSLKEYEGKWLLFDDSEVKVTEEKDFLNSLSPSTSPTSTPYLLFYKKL
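1 nM enzyme complex + cpd, 15 min RT; start with Ub-Rho 150nM final; kinetic fluorescence ex 480/em 540, 6 reads q60 s. Buffer 50mM HEPES pH 7.8, 0.5mM EDTA, 0.1 mg/ml BSA, 1mM TCEP, 0.01% Tween-20.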
Vif-APOBEC3F blk = Vif-A3F binding inhibition; HeLa A3F-eYFP + Vif (tagged APOBEC3F with the HIV-1 protein that degrades it), YFP fluorescence increase; Potency, µM (titrated, usually from 46.1 µM), inactives show top-dose activity, negative = active; 0.2% of 390,000 active; AID 602313; also: potency is read from the fitted curve at half-maximal effect; % of control where 0% means no effect; nearly all actives have a fitted effect of over 65% in size
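HeLa cells stably expressing Vif plus C-terminally eYFP-tagged A3F were seeded, incubated overnight at 37 deg C, dosed with compound, incubated overnight again at 37 deg C. Yellow fluorescence (Ex 488/Em 500-530) reported blocked Vif-mediated A3F-eYFP degradation.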
Vif-A3G inh = blocks the Vif interaction with human APOBEC3G; Q9HC16; HeLa A3G-eYFP + Vif (tagged APOBEC3G with the HIV-1 protein that degrades it), YFP fluorescence, overnight; Potency, µM (titrated, usually from 46.1 µM), inactives show at the top dose activity, negative = active, usual class: inhibitors; 0.076% of 410,000 active; AID 602310;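 also: potency is read from the fitted curve at half-maximal effect; % is scaled to controls: 0 for no effect and ±100 for the full control effect; nearly all actives have a fitted effect of over 60% in size; hits raise eYFP signal because A3G escapes Vif-driven loss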
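Read-out is eYFP fluorescence (Ex 488/Em 500-530) from Vif-expressing HeLa A3G-eYFP cells; more signal means A3G escaped Vif-mediated degradation. Cells plated overnight, compound pinned in, incubated overnight at 37 deg C.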
TrxR1 inh = inhibitors of rat thioredoxin reductase 1. O89049. recombinant rTrxR1, NADPH fluorescence consumption, selenite substrate. Potency, µM (titrated, usually from 114 µM), without a hit: at the top dose activity change, negative = inhibition, most hits filed as inhibitors. 1% of 390,000 active. AID 588453; also: potency is read from the fitted curve at half-maximal effect; % is scaled to controls: 0 for no effect and ±100 for the full control effect; nearly all actives have a fitted effect of over 65% in size
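Rat TrxR1 (90 nM in the dispensed reagent) was pre-reduced with 400 uM NADPH for 5 min at room temperature, then incubated with compound for 15 min. After 400 uM selenite was added, NADPH fluorescence (Ex 340/Em 450 nm) was followed for 8 min.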
mIDH1 inhibitor = blocks human mutant IDH1 R132H enzyme. O75874. 0.093% of 390,000 active. IDH1-R132H enzyme, NADPH consumption, diaphorase/resazurin fluorescence. Potency, µM (doses to about 76.6 µM), for the others: at the highest dose activity change, negative = inhibition, most hits filed as inhibitors; also: potency is read from the fitted curve at half-maximal effect; % is scaled to controls: 0 for no effect and ±100 for the full control effect; nearly all actives have a fitted effect of over 65% in size
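IDH1-R132H (0.5 ug/mL) preincubated 30 min with compound, then NADPH (0.016 mM) and alpha-KG (2 mM) added; 80 min at RT, pH 7.5. Remaining NADPH coupled via diaphorase/resazurin to fluorescence (540/590 nm); concentration-response curves normalized to no-enzyme control.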
RGS4 inh = blocks human RGS4-accelerated GTP hydrolysis; P49798; Transcreener GDP fluorescence polarization, RGS4-accelerated GTP hydrolysis; Potency, µM (titrated, usually from 114 µM), for inactives: at the highest dose activity change, negative = inhibition, actives largely listed as inhibitors; 0.039% of 390,000 active; also: potency is read from the fitted curve at half-maximal effect; % is scaled to controls: 0 for no effect and ±100 for the full control effect; nearly all actives have a fitted effect of over 75% in size; some results filed as inactive show a strong effect at the top dose
Target sequence (P49798 whole entry, looked up): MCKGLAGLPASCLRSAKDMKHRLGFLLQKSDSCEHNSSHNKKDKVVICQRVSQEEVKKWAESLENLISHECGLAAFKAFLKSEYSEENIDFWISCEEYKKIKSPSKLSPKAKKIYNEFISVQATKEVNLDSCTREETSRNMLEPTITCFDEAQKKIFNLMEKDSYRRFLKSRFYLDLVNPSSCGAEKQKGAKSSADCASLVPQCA
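MLSMR compounds (23 nl, pin-transferred) preincubated 10 min at room temperature with a 500nM (2x) first reagent, then RGS4 at 900nM (2x) plus Transcreener GDP mix added; fluorescence polarization (620/688 nm) read before and after 90 min at 30 °C.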
TrxR1 substrate = substrates of rat thioredoxin reductase 1; AID 588456; purified TrxR1 substrate turnover, NADPH consumption readout; Potency, µM (highest dose often 114 µM), for inactives: top-dose activity change, negative = substrate turnover; 0.01% of 390,000 active; also: potency is read from the fitted curve at half-maximal effect; % is scaled to controls: 0 for no effect and ±100 for the full control effect; nearly all actives have a fitted effect of over 50% in size
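Rat TrxR1, dispensed at 90 nM, was prereduced with 400 uM NADPH (final) for 5 min at ~22 deg C, then incubated with compound 15 min before 400 uM selenite. A first-read NADPH fluorescence drop versus no-compound background flagged substrates.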
Active calls of the source: *; ? = inconclusive; & = joins results of further samples; [ ] = dose if it differs, or a comment. Unless noted, calls follow the shape of the dose curve; as a rule, active = well fitted curve in the direction sought with a large enough effect; inconclusive = small, poorly fitted or top-dose-only effect, or another doubt; inactive = no such curve, though single readings can be large; an effect the other way counts as inactive or inconclusive. An excerpt. The share of hits here may be higher or lower than overall.

structure,GRP78 ERSR act,LDHA block,USP1-UAF1 inh,Vif-APOBEC3F blk,Vif-A3G inh,TrxR1 inh,mIDH1 inhibitor,RGS4 inh,TrxR1 substrate
CC(O)[C@H]1CC[C@H]2[C@@H]3CC[C@H]4C[C@H](O)CC[C@]4(C)[C@H]3[C@H](O)C[C@]12C (stereo not given in full),-1%,3,13%,-4%,-5%,11%,-3%,?,-3%
O=C(COC(=O)c1cccc(Cl)c1)NC1CCCCCCC1,-2%,3,-19%,-3%,-5%,8%,-6%,5%,-1%
CCCC(c1nnnn1Cc1ccc(F)cc1)N1CCN(CC)CC1 (stereo not given),-2%,-1,?,?,2%,19%[11.4 µM],-1%,-11%,7%[11.4 µM]
CCOC(=O)c1ccc(NC(=O)CC2C(=O)N(c3cccc(OC)c3)C(=O)N2C2CCCCC2)cc1 (stereo not given),-1%,0,-15%,1%,2%,10%,-18%,2%,-9%
Cc1ccc(C)c(CN2C(=O)c3ccccc3S(=O)c3ccc(C(=O)N(C)Cc4ccccc4)cc32)c1 (stereo not given),-3%,-2,-32%,0%,3%,29%,3%,-11%,-3%
CCC(=O)N1CCCc2cc(S(=O)(=O)N3CCN(c4ncccn4)CC3)ccc21,-5%,-5,-4%,1%,0%,5%[57.1 µM],-6%,14%,1%[57.1 µM]
Cc1ccc(C(=O)N/N=C\c2cc3c(cc2Br)OCO3)cn1,-4%,-9,-12%,-1%,0%,-8%[57.1 µM],-1%,-3%,-5%[57.1 µM]
Cc1cc(C(=O)CSc2ccc(F)cc2)cc(C)c1OC(=S)N(C)C,-9%,-1,-4%,-2%,-4%,0%,3%,-1%,-9%
O=c1[nH]cnc2[nH]ncc12,-3%&-1%&-2%&-6%,-6,-30%,-2%,-4%,-11%[57.1 µM],11%,-2%[56.9 µM],-5%[57.1 µM]
COCCNC(=S)N1CCN(c2nc3ccccc3s2)CC1,2%,-7,-5%,0%,2%,0%,-4%,-2%,-6%
COc1cccc(-n2c(SCC(=O)Nc3nc4ccccc4s3)nc3ccccc3c2=O)c1,-3%,-1,1%,20%,-7%,21%,6%,19%,2%
CCN(CC)c1ccc(NC(=O)c2ccc3c(c2)OCO3)c(C)c1,2%,2,-16%,-20%,-18%,14%,-1%,-19%,4%
COC(=O)/C=C1/S/C(=N/NC(=O)c2ccccc2C)NC1=O,-3%,3,-20%,-3%,-1%,?,5%,-24%,-15%
COc1ccccc1CCc1nnc(CCC(=O)NCC2CCCO2)o1 (stereo not given),3%,-3,-24%,3%,1%,12%,5%,-6%,6%
Cc1cc(NC(=O)CN2CCC(O)CC2)nc2c1c(=O)oc1ccccc12,0%,-3,-27%,1%,4%,2%,-4%,-9%,-2%
COc1ccc(N2CCN(C(=O)COC(=O)CCc3ccccc3OC)CC2)cc1,-4%,3,-18%,8%,5%,10%,-4%,-7%,1%
O=C(NCCCn1ccnc1)Nc1ccc2c(c1)OCO2,12%,6,-17%,16%,1%,16%,3%,-16%[56.9 µM],1%
CCCOc1ccccc1-c1nc2c([nH]1)c(=O)[nH]c(=O)n2C,-6%,2,-17%,-12%,1%,41%,6%,-38%,36%[activator][57.1 µM]
COc1ccccc1C1CC(=O)Oc2cc(C)cc(C)c21 (stereo not given),-3%&-5%,-4,-12%,5%,-2%,15%,3%,15%,1%
CCOC(=O)C1CN(C(C)(C)C)C(=O)C1=O (stereo not given),-1%,2,2%,1%,-1%,1%,3%,13%,-4%
O=C(/C=C\NCC(=O)c1ccccc1)c1ccccc1,1%,1,-9%,8%,-5%,?,-5%,14%,-12%
CC(C)c1cc(C(=O)NC(C)c2ccccc2)no1 (stereo not given),-2%,-7,?,1%,2%,12%,-3%,-17%,0%
CCCCOc1ccc(C(=O)NCC(=O)NCC(c2cccs2)N2CCOCC2)cc1 (stereo not given),-4%,-4,-17%,5%,13%,14%,-11%,-1%,7%
Cn1c(SCc2cccc(Br)c2)nc2ccccc2c1=O,-1%,-2,-26%,2%,4%,17%,-7%,7%,1%
O=C(OCc1nc2ccccc2[n+]([O-])c1C(=O)c1ccccc1)c1ccco1,-5%,-5,-5%,-3%,-1%,3%[57.1 µM],15%,2%,8%[57.1 µM]
CC(C)Oc1ccc(C2C(C#N)=C(N)Oc3c2oc(CO)cc3=O)cc1 (stereo not given),-5%,2,-19%,-8%,-1%,8%[57.1 µM],3%,-10%,8%[57.1 µM]
COc1ccc(/C=C(/CC(=O)Nc2ccccc2)c2nc3ccccc3s2)cc1,3%,0,-14%,1%,-11%,0%,5%,12%,-6%
COc1ccc(C2C(CN3CCOCC3)C(=O)N2c2ccccc2)cc1 (stereo not given),3%,-10,-7%,19%,-1%,-5%[57.1 µM],0%,6%,-3%[57.1 µM]
O=C(CSc1ccccc1)NC1CCCCCCC1,?,-7,-7%,-25%,-6%,27%,8%,16%,-1%
COc1cccc(CCNS(=O)(=O)CCNC(=O)c2cccc(OC)c2)c1,-2%,-4,-6%,-3%,2%,11%,2%,-9%,1%
CCN1C(=O)c2cccc3c(S(=O)(=O)NCCCN4CCOCC4)ccc1c23,-1%,-2,-19%,1%,5%,-24%,2%,-32%,16%
C=CCNC(=S)NNC(=O)c1cc(-c2cccnc2)nc2ccccc12,14%,-2,-13%,1%,-12%,-3%,-4%,-15%,-9%
COc1cccc(CNc2nc3nc(C)cc(=O)n3[nH]2)c1,-4%,-3,-8%,4%,0%,-3%,5%,1%,-4%
CCOC(=O)C1=C(C)N=c2s/c(=C\c3ccc(OCC(=O)O)cc3)c(=O)n2C1c1ccc(OC(C)C)cc1 (stereo not given),-1%,-6,?,-11%,-7%,-13%,-8%,-52%,-15%
O=S(=O)(c1ccccc1)c1nc(-c2ccco2)oc1Nc1ccccc1,0%,0,-9%,-4%,-3%,1%,3%,-6%,3%
CC(C)N1CCN(Cc2ccc(-c3ccccc3)cc2)CC1CCO (stereo not given),-4%,-3,-18%,0%,-3%,16%,16%,1%,7%
Cn1ncc(Br)c1C(=O)Nc1ccc(Br)cn1,-1%,-7,3%,1%,0%,-13%,1%,-1%,-10%
COc1ccc(OC)c(CNC(=O)c2ccc3c(c2)c(C)c(C)n3Cc2ccc(Cl)cc2)c1,-2%,-5,5%,-6%,-14%,27%[57.1 µM],-4%,-7%,5%[57.1 µM]
COc1ccc(-n2ccn3c(CCC(=O)N4CCN(c5cccc(C)c5C)CC4)nnc3c2=O)cc1,-3%,-2,-11%,-10%,2%,-19%,-3%,30%,-12%
C/C(=N\NC(=O)c1cc(O)ccc1O)c1cccc(NC(=O)c2cccc(Cl)c2)c1,7%,4,-25%,-19%,-10%,17%,-1%,-21%,-3%
CC(=O)c1cccc(NC(=O)CCN2C(=O)C3C4CCC(C4)C3C2=O)c1 (stereo not given),-2%,-5,-5%,-11%,1%,7%,6%,6%,0%
O=C(Nc1ccc(F)cc1F)C1CCN(C(=O)c2ccc(Br)cc2)CC1,-1%,0,1%,2%,2%,-1%,-7%,4%,-6%
CCOC(=O)CC(=O)CSc1nc(-c2ccc3c(c2)OCO3)cc(C(F)(F)F)c1C#N,-2%,2,?,?,?,20%,4%,-9%,9%
CC(OC(=O)c1ccccc1OCc1ccc(Cl)cc1)C(N)=O (stereo not given),-4%,-3,-14%,4%,-6%,16%[57.1 µM],11%,-31%,-7%[57.1 µM]
Cc1ccc(-n2nc(C)c3c(C(=O)NCCc4ccc(S(N)(=O)=O)cc4)cc(C)nc32)cc1,-3%,0,-23%,0%,-5%,20%,4%,-15%,10%
O=C(Nc1ccc2c(c1)OCO2)C1CCN(Cc2cnn(-c3ccccc3)c2-n2cccc2)CC1,1%,5,-18%,-3%,-1%,12%,9%,4%,-2%
CCC1CCCCN1CCCNC(=O)C(C)n1nc(C)c2sc3ccccc3c2c1=O (stereo not given),-5%,1,-16%,-5%,-1%,13%,1%,-7%,11%
